WRN inhibitor: blocks human WRN helicase | WRN helicase unwinding, fluorescent forked duplex, kinetic | Potency, µM (top dose mostly 114 µM), without a hit: top-dose activity change, negative = inhibition, usual class: inhibitors | actives 0.46% (n = 360,000); also: potency is read from the fitted curve at half-maximal effect; % is scaled to controls: 0 for no effect and ±100 for the full control effect; nearly all actives have a fitted effect of over 55% in size
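Enzyme (20 nM final) and test compound sit together 15 min at room temperature before substrate addition. Substrate is a single-forked duplex oligonucleotide (100 nM) labelled with fluorophore and quencher, with 2 mM ATP; helicase unwinding raises red fluorescence, read kinetically.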
PLK1 PBD block: blocks phosphopeptide binding to human PLK1 polo-box domain; P53350; Plk1 PBD binding of FITC phosphopeptide, fluorescence polarization; Potency, µM, for inactives: max response, negative = inhibition, usual class: inhibitors; actives 2.8% (n = 360,000); AID 720504; also: potency is read from the fitted curve at half-maximal effect; series mostly up to about 57 µM; % is scaled to controls: 0 for no effect and ±100 for the full control effect; nearly all actives have a fitted effect of over 65% in size
Target sequence (P53350 whole entry, looked up, the tested form may be a part): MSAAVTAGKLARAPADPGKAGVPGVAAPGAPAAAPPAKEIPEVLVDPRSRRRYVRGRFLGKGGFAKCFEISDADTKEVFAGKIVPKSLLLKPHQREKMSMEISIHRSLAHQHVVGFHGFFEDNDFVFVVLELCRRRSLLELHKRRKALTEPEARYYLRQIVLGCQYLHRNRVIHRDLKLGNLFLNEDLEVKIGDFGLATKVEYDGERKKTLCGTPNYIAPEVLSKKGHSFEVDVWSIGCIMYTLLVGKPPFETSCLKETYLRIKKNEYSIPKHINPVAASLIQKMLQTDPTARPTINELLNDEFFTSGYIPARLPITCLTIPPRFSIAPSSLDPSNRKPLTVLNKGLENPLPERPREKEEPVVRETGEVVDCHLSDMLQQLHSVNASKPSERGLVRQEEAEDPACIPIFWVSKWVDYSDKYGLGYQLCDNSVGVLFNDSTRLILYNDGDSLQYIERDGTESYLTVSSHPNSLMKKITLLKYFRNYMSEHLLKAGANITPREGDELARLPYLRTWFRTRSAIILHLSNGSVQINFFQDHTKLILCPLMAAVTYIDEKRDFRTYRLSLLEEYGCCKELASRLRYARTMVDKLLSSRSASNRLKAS
FUS yeast rescue: rescues growth of FUS-expressing yeast. actives 0.24% (n = 390,000). S. cerevisiae FUS-expressing, growth rescue, OD600, 24 h. Potency, µM (top dose mostly 76.6 µM), for the others: top-dose growth rescue (activation), usual class: activators;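 also: potency is read from the fitted curve at half-maximal effect; plate controls were DMSO vehicle for no effect and reference control for full effect; nearly all actives have a fitted effect of over 55% in size; some results filed as inactive show a strong effect at the top dose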
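Absorbance at 600 nm, taken 24hr after compound addition, measured rescue of FUS-yeast growth at 30C. Induction used 2% galactose with seeding at OD 0.005. Controls: CP55940 from 92uM final, DMSO only.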
Abeta rescue: A-beta toxicity reversal in yeast. actives 0.063% (n = 410,000). yeast expressing A-beta42, growth rescue, OD600, 48 h; response scale: 0% DMSO, 100% iron-clioquinol control. Potency, µM (series often up to 46.1 µM), inactives show top-dose growth rescue, most hits filed as activators; also: potency is read from the fitted curve at half-maximal effect; nearly all actives have a fitted effect of over 55% in size
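Yeast growth medium received pinned compounds, then yeast cells expressing toxic A-beta were added; plates incubated at 30 C for 48 hr. Growth read as absorbance at 600 nm, normalized to DMSO and equimolar FeCl3 plus clioquinol controls.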
aSyn rescue: rescues yeast growth from alpha-synuclein toxicity; Yeast expressing alpha-synuclein, growth rescue, BacTiter-Glo, 24 h; Potency, µM (series often up to 46.1 µM), without a hit: at the top dose growth rescue (activation), hits mostly activators; actives 0.14% (n = 370,000); also: potency is read from the fitted curve at half-maximal effect; % of control where 0% means no effect; nearly all actives have a fitted effect of over 65% in size
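Rescue of yeast growth: cells expressing toxic alpha-synuclein, induced in galactose at OD600 0.02, incubated with compound 24 h at 30 C. ATP luminescence quantified growth; inhibitors of toxicity appear as activators.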
EPAC1 antag: EPAC1 (human) antagonism. O95398. EPAC1 GEF assay, Rap1b-BODIPY-GDP exchange fluorescence. Potency, µM (doses to about 115 µM), for the others: at the highest dose activity change, negative = inhibition, actives largely listed as inhibitors. actives 0.14% (n = 360,000);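 also: potency is read from the fitted curve at half-maximal effect; plate controls were vehicle for no effect and positive control for full effect; nearly all actives have a fitted effect of over 50% in size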
EPAC1 agonist: EPAC1 (human) agonism | EPAC1 agonist qHTS, biochemical assay; response scale: 100% = response to 6.5 mM cAMP | O95398 | Potency, µM (series often up to 154 µM), for the others: at the top dose activation, actives largely listed as activators | actives 0.073% (n = 360,000) | AID 720707; also: potency is read from the fitted curve at half-maximal effect; nearly all actives have a fitted effect of over 60% in size
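Normalized to 6.5 mM cAMP, activity reflects EPAC1-catalysed release of BODIPY-GDP from Rap1B, followed kinetically over 30 min at 480 nm excitation, 540 nm emission. Reaction contained 100 nM EPAC1, 250 nM Rap1B-BODIPY-GDP, 50 uM GDP.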
IL-2 act: activators of IL-2 | IL-2 activation reporter assay, cell-based qHTS; stimulated with anti-CD3/CD4/CD28 beads; in transgenic mouse T cells | actives 0.065% (n = 360,000) | activation, % (series mostly up to about 46 µM); in the data active = activation above about 50%; inconclusive = mostly about 30% to 49%; also: 0% is about no effect
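First, unstimulated transgenic mouse T cells were exposed to compound for 60 min. Next, anti-CD3/anti-CD4-coated beads with anti-CD28 were added. Finally, after 18 h at 37 degrees C, EGFP and DsRed were imaged.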
PI5P4K alpha inh: PI5P4K alpha (human) kinase inhibition; PI5P4Kalpha enzyme, ADP-Glo luminescence, 60 min; active compounds read low; max response, %; actives 1.2% (n = 330,000); AID 652105; active = max response of -50% or lower; inconclusive = between -30% and -50%; inactive = -30% or higher; also: value at the top dose of about 77 µM; % is scaled to controls: 0 for no effect and ±100 for the full control effect
Target sequence (P48426 whole entry, looked up): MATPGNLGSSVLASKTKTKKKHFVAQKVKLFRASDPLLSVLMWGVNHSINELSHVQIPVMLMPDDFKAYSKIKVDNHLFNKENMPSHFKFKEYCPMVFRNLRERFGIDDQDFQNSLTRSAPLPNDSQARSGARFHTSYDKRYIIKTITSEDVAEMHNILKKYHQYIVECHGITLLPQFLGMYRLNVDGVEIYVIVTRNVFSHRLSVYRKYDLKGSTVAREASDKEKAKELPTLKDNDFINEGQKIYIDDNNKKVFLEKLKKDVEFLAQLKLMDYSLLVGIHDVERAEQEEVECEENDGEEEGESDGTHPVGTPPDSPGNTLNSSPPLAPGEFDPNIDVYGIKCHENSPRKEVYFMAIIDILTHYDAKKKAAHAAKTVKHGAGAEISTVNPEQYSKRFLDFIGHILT
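ADP-Glo luminescence end-point after a 60 min room-temperature kinase reaction. PI5P4Kalpha and substrate in HEPES pH 7.4 buffer with EGTA, 0.1% CHAPS and 5% DMSO; ATP at 5 microM final.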
The depositor's hits bear a star; ? = inconclusive; . = not tested or not shown; [ ] = remark or other dose. Unless noted, calls follow the shape of the dose curve; as a rule, active = well fitted curve in the direction sought with a large enough effect; inconclusive = small, poorly fitted or top-dose-only effect, or another doubt; inactive = no such curve, though single readings can be large; an effect the other way counts as inactive or inconclusive.

Every second line gives: WRN inhibitor	PLK1 PBD block	FUS yeast rescue	Abeta rescue	aSyn rescue	EPAC1 antag	EPAC1 agonist	IL-2 act	PI5P4K alpha inh
[1] CCSc1ccc(-c2ccco2)nn1
  -0.8%	-9.1%	0.9%	-4.5%	3.7%	-6.6%	3.9%	-0.3	-16.3
[2] Cc1ccc(CN(CC(=O)NCc2ccccn2)S(=O)(=O)c2ccccc2)cc1
  -10.5%	3.5%	.	6.0%	3.8%	-11.4%	-1.9%	1.1	0.6
[3] CN1/C(=C\C(=O)C[n+]2cccc(C(N)=O)c2)C(C)(C)c2ccccc21
  -0.4%	-11.3%	5.5%	-4.6%	-0.7%	-8.3%	9.7%	-0.2	-1.4
[4] Cc1ccc(-c2nc(C#N)c(NCCN3CCCCC3)o2)cc1
  -1.5%	-7.1%	11.4%	-8.9%	-2.9%	5.6%	1.2%	-2.0	2.7
[5] Cc1ccc(CSc2nc3c(c(=O)[nH]2)C(c2ccncc2)C2=C(CCCC2=O)N3)cc1 (stereo not drawn)
  -20.7%	-18.0%	?	3.4%	-4.3%	0.9%	4.9%	-0.8	-14.0
[6] CCN(CC)C(=O)c1cc(-c2ccccc2OC)on1
  -1.3%	-0.9%	.	0.0%	3.7%	-13.0%	-3.8%	1.2	-1.9
[7] O=C(CSc1cccc[n+]1[O-])Nc1ccc2c(c1)OCO2
  -3.6%	-1.6%	23.2%	3.0%	-10.6%	-0.8%	5.5%	2.2	4.0
[8] COC(=O)c1ccc(COc2ccccc2/C=N/Nc2cccc(C(=O)O)c2)cc1
  -16.9%	-23.7%	39.6%	-1.8%	0.7%	5.1%	0.6%	-0.3	-17.0
[9] CCCn1nnnc1NCc1ccc(C(C)C)cc1
  -22.7%	-5.5%	12.6%	17.9%	-0.3%	-17.9%	-12.0%	2.7	9.4
[10] CCN(CC)CCN(C(=O)CCOc1ccccc1)c1nc2c(F)cc(F)cc2s1
  6.3%	-18.0%	15.2%	-6.4%	-3.5%	-3.3%	3.3%	-4.3	-6.4
[11] CC(OC(=O)CCc1nc2ccccc2c(=O)[nH]1)C(=O)Nc1ccc2c(c1)OCO2 (stereo not drawn)
  -4.6%	-11.3%	-16.7%	-0.3%	-4.0%	2.1%	4.5%	-3.0	-23.6
[12] Cc1ccnc2nc(C(=O)OCC(=O)NCc3cccc(Cl)c3)nn12
  2.9%	-6.4%	-2.7%	1.8%	0.3%	7.3%	8.2%	-0.4	-11.1
[13] O=[N+]([O-])c1ccc(OCCn2cncn2)cc1
  -2.0%	-8.4%	-27.5%	-9.2%	-12.5%	9.7%	9.3%	0.8	3.9
[14] CC(=NCc1ccco1)c1c(C)[nH]n(-c2nc3ccccc3s2)c1=O
  -7.2%	-0.7%	29.7%	-7.8%	-19.6%	11.1%	-4.4%	0.1	.
[15] O=S1(=O)CC(O)C(N(CCO)C(=S)Nc2ccccc2)C1 (stereo not drawn)
  -0.6%	-7.4%	-0.6%	-15.5%	-1.6%	3.2%	11.9%	-2.3	-14.0

Entries of single compounds, quoted from the list.
`CN1/C(=C\C(=O)C[n+]2cccc(C(N)=O)c2)C(C)(C)c2ccccc21` is entered as WRN inhibitor = -0.4%; PLK1 PBD block = -11.3%; FUS yeast rescue = 5.5%; Abeta rescue = -4.6%; aSyn rescue = -0.7%; EPAC1 antag = -8.3%; EPAC1 agonist = 9.7%; IL-2 act = -0.2; PI5P4K alpha inh = -1.4
`CCN(CC)C(=O)c1cc(-c2ccccc2OC)on1` is entered as WRN inhibitor = -1.3%; PLK1 PBD block = -0.9%; FUS yeast rescue = .; Abeta rescue = 0.0%; aSyn rescue = 3.7%; EPAC1 antag = -13.0%; EPAC1 agonist = -3.8%; IL-2 act = 1.2; PI5P4K alpha inh = -1.9

New compounds follow
Every second line gives: WRN inhibitor	PLK1 PBD block	FUS yeast rescue	Abeta rescue	aSyn rescue	EPAC1 antag	EPAC1 agonist	IL-2 act	PI5P4K alpha inh
[16] OCCn1c(CSc2nc3ccccc3n2CCO)nc2ccccc21
  -1.1%	?	-9.5%	25.1%	-11.8%	-6.3%	4.5%	-0.6	.
[17] COc1ccc(C)cc1NC(=O)CSc1nnc2ccc(-c3cccnc3)nn12
  -2.7%	-2.3%	4.2%	4.5%	2.6%	0.7%	-5.2%	-0.6	-5.2
[18] Cc1n[nH]c2ccccc2c1=O
  2.4%	3.7%	.	5.2%	5.2%	10.6%	1.0%	-0.9	1.1
[19] N#Cc1ccc(C(=O)NC(=S)NC2CCCCC2)cc1
  4.8%	-18.0%	6.7%	?	-8.7%	-2.7%	-1.7%	0.2	-6.0
[20] CC1=C(C(=O)N2CCCC(N3CCN(c4cccc(C(F)(F)F)c4)CC3)C2)OCCO1 (stereo not drawn)
  -11.6%	1.7%	.	2.2%	-12.4%	7.5%	-4.2%	-4.7	8.0
[21] COc1ccccc1C1C(C(=O)c2cc3ccccc3o2)=C(O)C(=O)N1c1cc(C)on1 (stereo not drawn)
  -5.9%	-15.6%	33.8%	.	-7.0%	-4.6%	0.2%	0.1	-4.5
[22] CCc1ccc(C(=O)CC2(O)C(=O)N(CN3CCOCC3)c3ccccc32)cc1 (stereo not drawn)
  2.3%	-11.0%	-3.3%	8.6%	11.5%	-24.7%	0.2%	2.0	8.6
[23] COc1ccccc1-c1cc(C(=O)N/N=C/c2ccc(C)o2)c2ccccc2n1
  -6.7%	-9.9%	44.4%	4.8%	-0.3%	-6.2%	-8.1%	-2.7	-10.0
[24] COCCn1c(C)nnc1SCC(=O)NNC(=O)c1ccc(Br)cc1
  -1.3%	3.2%	-12.7%	-3.1%	-1.4%	21.0%	-1.1%	2.7	-3.5
[25] CC(=O)Nc1cc(-c2ccccc2CN(C)C)cn2c(-c3ccc(F)c(Cl)c3)cnc12
  -2.8%	-2.9%	-2.9%	-2.8%	-0.3%	5.9%	-0.1%	-1.0	0.9
[26] O=C(N/C(=C/c1ccco1)C(=O)N1CCc2ccccc21)c1ccco1
  ?	-10.2%	33.8%	-0.1%	5.7%	-0.2%	5.9%	-0.1	-22.3
[27] COc1ccc(N(C)S(=O)(=O)c2ccc3c(c2)CC(C)N3C(=O)C2CC2)c(OC)c1 (stereo not drawn)
  -0.2%	-2.1%	20.7%	2.1%	0.4%	-8.2%	3.7%	-3.5	-1.0
[28] COCCNC(=O)C1(C)CCCN(C(=O)Cc2ccc3ccccc3c2)C1 (stereo not drawn)
  -2.3%	1.9%	8.7%	-11.2%	-1.4%	-6.5%	-2.5%	0.1	-5.8
[29] COC(=O)c1ccc(Cn2cnc3c(N)ncnc32)cc1
  -4.3%	-6.8%	.	2.8%	4.8%	-6.4%	8.3%	-1.9	18.6
[30] Cc1cc(C)cc(NC(=O)CSc2nc(N)c(NC(=O)c3ccc(Br)o3)c(=O)[nH]2)c1
  -15.9%	-4.6%	2.5%	0.0%	-1.3%	-2.8%	9.8%	0.4	-4.6

Taken from above.
In WRN inhibitor, #18 reads 2.4%
In EPAC1 agonist, #17 reads -5.2%
In WRN inhibitor, #20 reads -11.6%

The list continues:
Every second line gives: WRN inhibitor	PLK1 PBD block	FUS yeast rescue	Abeta rescue	aSyn rescue	EPAC1 antag	EPAC1 agonist	IL-2 act	PI5P4K alpha inh
[31] O=C(N/N=C\c1ccccc1F)c1ccc(-c2ccccc2)cc1
  1.8%	-1.1%	2.5%	-2.1%	11.4%	-0.6%	-6.8%	-1.2	3.3
[32] COC(=O)C1CCN(C(=O)c2ccc(Cl)c(S(=O)(=O)NCc3ccco3)c2)CC1
  1.6%	-5.6%	.	-13.2%	-4.9%	2.5%	-5.5%	0.6	4.9
[33] CN(CC(=O)Nc1cccc(F)c1)C(=O)c1cccc(S(=O)(=O)N2CCN(Cc3ccccc3)CC2)c1
  -1.4%	1.1%	29.4%	5.8%	2.7%	-14.9%	3.0%	-3.6	15.3
[34] Cc1ccc(NC(=O)Cn2ccnc2)cc1C
  17.2%	2.7%	?	-0.6%	3.5%	-16.0%	-4.7%	-0.7	-1.9
[35] Cc1nn(Cc2ccccc2Cl)c(C)c1NC(=O)c1noc2c1CCCCC2
  -5.0%	-3.8%	31.0%	15.7%	1.3%	-2.0%	9.7%	-1.6	.
[36] Cc1ccc(-n2ncc3c(=O)[nH]cnc32)c(C)c1
  3.3%	-1.7%	2.6%	4.1%	2.4%	-9.1%	5.0%	-0.8	.
[37] Cc1cc(-c2nc(C)c(C(=O)NNS(=O)(=O)c3ccccc3)s2)no1
  -2.0%	2.6%	-12.7%	11.8%	-7.8%	3.8%	7.6%	0.1	-1.3
[38] COc1cc(SC)ccc1C(=O)NC(C)C
  3.3%	-5.6%	-9.4%	-14.4%	-4.2%	12.5%	1.6%	0.0	0.1
[39] CC1(C)CC(=O)C/C(=N\NC(=O)Cc2ccccc2)C1
  -34.3%[57.1 µM]	-14.5%	6.7%	-16.7%	-2.6%	13.1%	8.3%	0.1	1.0
[40] CN(C)c1ccc(P(=O)(CC(=O)N/N=C/c2ccc(C#N)cc2)OCCCl)cc1 (stereo not drawn)
  -1.7%	1.0%	-13.5%	19.4%	1.5%	-8.0%	3.3%	0.2	4.7
[41] O=C(O)CCCCCN1C(=O)/C(=C\c2ccncc2)SC1=S
  -8.9%	-10.9%	.	-14.6%	?	13.7%	1.8%	-1.6	-3.9
[42] COC(=O)CCC(=O)OC1(C)C(=O)C=C2C=C(C3CC3)N(C3CCCC3)C=C2C1=O (stereo not drawn)
  11.7%	-18.3%	14.5%	-4.0%	4.3%	-28.6%	-4.0%	-0.1	-2.9

Structural class: those above with a COOH group (2)
Every second line gives: WRN inhibitor	PLK1 PBD block	FUS yeast rescue	Abeta rescue	aSyn rescue	EPAC1 antag	EPAC1 agonist	IL-2 act	PI5P4K alpha inh
[8] COC(=O)c1ccc(COc2ccccc2/C=N/Nc2cccc(C(=O)O)c2)cc1
  -16.9%	-23.7%	39.6%	-1.8%	0.7%	5.1%	0.6%	-0.3	-17.0
[41] O=C(O)CCCCCN1C(=O)/C(=C\c2ccncc2)SC1=S
  -8.9%	-10.9%	.	-14.6%	?	13.7%	1.8%	-1.6	-3.9
